Screening results: PubChem, several laboratories
XIAP displacement: small molecules displacing peptide from XIAP – biochemical, IAP family, fluorescence polarization (AID 1018); XIAP BIR domain, fluorescence polarization peptide displacement; higher % means a stronger effect; one-dose displacement, % at 20 µM; IC50 in µM for titrated hits; 200,000 tested, 0.007% active; in the data active = displacement above about 50%; also: a part of the inactive calls stands beside numbers as strong as those of hits
HEK293 NOD2/NF-kB: NOD2 signaling inhibitors, cell-based, luminescence, uHTS, HEK293 (AID 1566); HEK293 NOD2/NF-kB luciferase reporter, luminescence; higher % means a stronger effect; inhibition, % at 4 µM, or EC50 in µM where a hit was titrated; 290,000 tested, 0.63% active; also: many of its hits are not listed in these tables
NS5 inhibitors: Dengue-2 NS5 methyltransferase inhibitors, primary screen, biochemical, confirmation dose response (AID 588689). inhibition, % at 25 µM; hits with a dose series show IC50 in µM. Dengue-2 NS5 methyltransferase capping enzyme assay, biochemical; higher % means a stronger effect. 340,000 tested, 0.3% active; in the data active = a potency from the dose series
AID2073: disruptors of CaV2.2 binding to Mint1 – biochemical, HTRF (AID 2073). inhibition, % at 20 µM, or IC50 in µM where a hit was titrated. HTRF protein-protein interaction, Mint1-CaV2.2; higher % means a stronger effect. 290,000 tested, 0.19% active; in the data active = inhibition mostly above about 51%, no sharp cut-off; also: some results filed as inactive read as strong as hits
Myeloid diff 2: compounds promoting myeloid differentiation | calls only at 10 µM | 360,000 tested, 1% active | ER-HoxA9 myeloid progenitors, lysozyme-GFP differentiation, flow cytometry;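 active = normalized GFP-positive differentiation at or above the plate's own cutoff, the solvent-only control mean plus 3 SD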;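 also: cells exposed to compound for four days before flow analysis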
Siah-1 displacement: blockers of Siah-1 interaction with plectin peptide – biochemical, fluorescence polarization, rhodamine-plectin, uHTS, primary screen (AID 1817); 290,000 tested, 0.02% active; Siah-1 / rhodamine-plectin peptide fluorescence polarization; higher % means a stronger effect; one-dose displacement, % at 20 µM; IC50 in µM for titrated hits;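 active = displacement of at least 50% at 20 µM, with a fluorescence ratio check between 0.3 and a set limit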;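 also: plate controls were Siah plus tracer with DMSO for no effect and tracer alone without Siah for full effect; strong numbers were not always called active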
Hep lipid drop: hepatic lipid droplet formation modulation; AML12 mouse hepatocytes, oleate lipid droplets, BODIPY imaging; inhibition, % at 6.5 µM; 240,000 tested, 0.4% active; AID 1656;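 active = lipid droplet intensity inhibited by at least 50%, with more than 500 cells counted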
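Assay system: AML12 mouse liver cells | Compound: 6.5 µM single-point dosing | Schedule: Overnight exposure | Technique: Fluorescence imaging, 20x objective, two fields per well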
LYP phosphatase: inhibitors of LYP phosphatase, biochemical, fluorescence intensity, uHTS (AID 1779); 290,000 tested, 0.054% active; recombinant LYP phosphatase, fluorescence intensity; higher % means a stronger effect; inhibition, % at 11.5 µM, or IC50 in µM where a hit was titrated;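 also: plate controls were vehicle with enzyme for no effect and no enzyme for full effect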
HIV fusion peptide: cell-free HIV fusion peptide-binding blockers – biochemical, uHTS, fluorescence dequenching, primary screen (AID 1986); cell-free peptide binding, fluorescence dequenching, 30 min; higher % means a stronger effect; inhibition, % at 20 µM, or IC50 in µM where a hit was titrated; 290,000 tested, 0.3% active; in the data active = inhibition mostly above about 52%, no sharp cut-off; inactive = mostly below about 76%; also: some results filed as inactive read as strong as hits
Hep lipid drop cells 6.5 µM: recorded beside Hep lipid drop, whose call it bears; cell count; measured here: cell count, cytotoxicity flag;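 cells counted across two imaged fields per well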
NS5 inhibitors pilot replicate: further read-out of NS5 inhibitors, marked with its call; inhibition, %; measured here: pilot screen replicate inhibition
Myeloid diff 2 GFP+ MAC1+ %: recorded beside Myeloid diff 2, whose call it bears; GFP+ MAC1+ double positive, %; measured here: differentiation confirmed by MAC1 staining
Active calls of the source: *; i = inactive; . = no result given. Rule as the data show it, unless noted: active = inhibition above about 50%; inactive = the rest. This is a subset; rates above refer to the full screens.

Preview, 2 compounds:
SMILES | XIAP displacement | HEK293 NOD2/NF-kB | NS5 inhibitors | AID2073 | Myeloid diff 2 | Myeloid diff 2 GFP+ MAC1+ % | Siah-1 displacement | Hep lipid drop | Hep lipid drop cells 6.5 µM | LYP phosphatase | HIV fusion peptide | others
CCN(CC(=O)NC(C)C)C(=O)c1ccc(Cl)cc1 | -3.5% | -7.0% | -3.2% | 1.0% | i | 0.9 | 4.1% | -22.2 | 684 | 3.1% | -0.8%
O=C(CCCN1C(=O)/C(=C\c2cccs2)SC1=S)NNC(=O)c1ccncc1 | -6.1% | 16.6% | 3.0% | 28.6% | i | 0.6 | 10.9% | -14.5 | 676 | -2.6% | 0.0%

This part in full, previewed entries included:
SMILES | XIAP displacement | HEK293 NOD2/NF-kB | NS5 inhibitors | AID2073 | Myeloid diff 2 | Myeloid diff 2 GFP+ MAC1+ % | Siah-1 displacement | Hep lipid drop | Hep lipid drop cells 6.5 µM | LYP phosphatase | HIV fusion peptide | others
CCN(CC(=O)NC(C)C)C(=O)c1ccc(Cl)cc1 | -3.5% | -7.0% | -3.2% | 1.0% | i | 0.9 | 4.1% | -22.2 | 684 | 3.1% | -0.8%
O=C(CCCN1C(=O)/C(=C\c2cccs2)SC1=S)NNC(=O)c1ccncc1 | -6.1% | 16.6% | 3.0% | 28.6% | i | 0.6 | 10.9% | -14.5 | 676 | -2.6% | 0.0%
O=C(Nc1cc(C(F)(F)F)ccc1Cl)c1ccncc1 | -7.4% | 16.9% | -2.9% | 6.0% | i | 0.1 | -4.0% | -12.6 | 664 | -9.3% | -0.2%
CC1CCN(c2c([N+](=O)[O-])nn(-c3ccc4c(c3)OCCO4)[n+]2[O-])CC1 | -1.9% | 15.2% | -1.6% | -14.1% | i | 0.6 | -3.2% | 12.2 | 833 | -0.9% | 1.4%
CC(C)(C)c1cc(Cc2ccccc2)[nH]n1 | -4.6% | -2.2% | -2.0% | 24.6% | i | 6.0 | -0.9% | -0.3 | 726 | -2.4% | -1.2%
C=C(C)COc1ccc2oc(C)c(C(=O)OCCOC)c2c1 | 0.4% | -14.4% | -6.9% | 0.2% | i | 1.0 | -1.1% | . | . | -1.9% | 2.1%
CC(=O)C1=C(C)N(CC2CC2)C(=O)N[C@H]1c1cccs1 | -12.9% | -2.3% | 5.7% | -1.9% | i | 1.9 | 1.2% | -15.0 | 741 | 6.4% | 1.8%
CCc1ccc(N2C(=O)c3cc(N4CCOCC4)c([N+](=O)[O-])cc3C2=O)cc1 | 0.6% | 11.2% | . | 1.7% | . | . | 7.9% | -0.1 | 624 | -5.5% | 1.0%
Cc1cc(=O)oc2c(C)c(OC(C)C(=O)NC(Cc3c[nH]c4ccc(O)cc34)C(=O)O)ccc12 (centres undefined) | . | -1.3% | 2.2% | 1.9% | i | 2.1 | 11.9% | . | . | -6.1% | 8.8%
Fc1ccc(Nc2ncnc3ccccc23)cc1 | . | -34.8% | 1.2% | 6.0% | i | 0.4 | 4.0% | 10.5 | 748 | -9.3% | -0.4%
COCCn1c(SCc2cccc(F)c2)nc2cc(C(=O)OC)ccc2c1=O | . | -7.4% | -7.9% | -1.4% | i | 0.1 | 2.0% | -6.2 | 810 | 0.7% | -0.7%
C/C(CC(=O)Nc1ccccn1)=N\NC(=O)c1ccc([N+](=O)[O-])cc1Cl | . | -2.9% | -5.0% | 0.4% | i | 1.6 | 2.2% | 12.9 | 782 | -10.5% | -0.2%
CC(Oc1ccc(Cl)cc1Cl)C(=O)NCCN1CCOCC1 (centres undefined) | -10.5% | 1.5% | -1.7% | -4.3% | i | 1.8 | -0.3% | . | . | 0.8% | 14.2%
CCCC1C(c2ccccc2)C(C#N)(C#N)C2(C#N)CC1(N)NC2=O (centres undefined) | -0.3% | 8.8% | -1.1% | -3.5% | i | 1.0 | 8.1% | . | . | -4.0% | -0.4%
Cc1ccc(NC(=O)CSc2nnc(CSc3nc(C)cc(C)n3)n2Cc2ccco2)c(C)c1 | 0.4% | -8.3% | -1.6% | -0.2% | i | 0.9 | 1.4% | -53.9 | 698 | 3.6% | -1.1%
N#Cc1ccccc1Cn1c(-c2cscn2)nc2ccccc21 | -5.7% | 9.2% | -4.1% | 2.3% | i | 3.4 | -0.3% | -11.4 | 704 | -7.1% | -0.9% | NS5 inhibitors pilot replicate=-2.0
CCn1cc(C(=O)NNC(=O)c2ccc(Cl)cc2)c(=O)c2ccc(C)nc21 | 1.2% | 19.2% | 0.8% | 6.5% | i | 1.2 | 10.6% | 19.4 | 660 | -8.8% | -3.9%
CCCCn1c(N)c(NCC)c(=O)[nH]c1=O | -10.8% | -1.9% | 5.9% | -7.6% | i | 0.8 | -0.9% | 3.7 | 683 | -14.4% | 2.8%
COc1ccc(-c2n[nH]c(=S)n2-c2ccc3c(c2)OCCO3)cc1OC | -7.1% | -29.9% | -7.9% | 2.7% | i | 0.3 | -2.3% | -14.3 | 665 | -7.1% | -3.1%
CCOC(=O)c1cc(-c2ccccc2)sc1NC(=O)CN1C(=O)NC(CC)(c2ccccc2)C1=O (centres undefined) | -19.0% | -21.1% | 0.6% | 16.1% | i | 1.4 | -2.4% | -0.3 | 780 | 3.8% | 5.4% | NS5 inhibitors pilot replicate=1.8
c1ccc(-c2nc(N3CCCCCC3)c3ccccc3n2)nc1 | 0.6% | 23.1% | 11.6% | 9.3% | i | 1.1 | -2.8% | . | . | -3.6% | -0.5%
O=C(c1ccco1)N1CCN(c2ccc(S(=O)(=O)N3CCCC3)cc2)CC1 | 2.5% | 6.2% | -1.4% | 4.5% | i | 11.2 | -0.2% | . | . | 3.5% | -0.6%
CN1C(=O)Cc2cc(S(=O)(=O)NCc3c(F)cccc3Cl)ccc21 | . | 5.2% | -7.3% | 2.5% | i | 0.9 | 7.6% | 7.9 | 637 | -3.3% | -1.2%
CC(C)Nc1c([N+](=O)[O-])c(=O)oc2ccccc12 | -3.3% | 0.0% | -4.7% | 1.1% | i | 0.7 | 2.5% | 18.3 | 743 | -4.6% | 0.6%
O=C(c1cc2ccccc2cc1O)N1CCCC1 | . | 14.4% | 6.0% | 22.5% | i | 0.9 | 2.4% | -11.4 | 680 | -3.2% | 0.8%
CCCCn1nnnc1NCc1ccc(C)s1 | -3.9% | -2.1% | -0.6% | -0.4% | i | 1.6 | 3.5% | 27.3 | 717 | -5.3% | 0.9%
CCc1c(C)n2nc(C)cc2[nH]c1=O | -2.4% | 12.6% | 3.4% | 6.6% | i | 0.5 | -3.3% | -18.0 | 762 | -2.9% | -1.2% | NS5 inhibitors pilot replicate=6.4
CCN(Cc1ccncc1)C(=O)CSc1ccc2ccccc2c1 | -9.0% | -7.1% | -0.7% | -5.5% | i | 0.2 | -3.5% | -7.2 | 698 | -8.2% | -0.4%
COc1ccc(CNC(=O)[C@@H](NC(=O)C2CCN(S(=O)(=O)c3ccccc3)CC2)C(C)C)cc1 | . | 18.7% | -9.1% | 4.7% | i | 0.5 | 3.1% | -16.3 | 739 | -12.5% | -0.8%
O=C(NCCCn1ccnc1)c1cccc(Br)c1 | . | 0.2% | -0.3% | 10.7% | i | 0.4 | -0.9% | 6.3 | 777 | -7.6% | -1.0%
O=C(NCCCN1CCOCC1)c1ccc2c(=O)n(Cc3ccc(Cl)cc3)c(=S)[nH]c2c1 | . | 10.7% | -1.8% | -13.7% | i | 4.5 | 2.6% | -3.5 | 760 | -15.8% | -0.7%
Cc1c(NC(=O)COC(=O)/C=C/c2ccc(Cl)cc2)c(=O)n(-c2ccccc2)n1C | -3.2% | 6.5% | -8.5% | 2.9% | i | 0.2 | 2.1% | -21.8 | 640 | 2.1% | -0.5%
Cc1ccc(N(C(=O)Cc2cccs2)C2C=CS(=O)(=O)C2)cc1Cl (centres undefined) | -8.0% | -1.8% | -3.6% | 15.6% | i | 0.3 | 4.5% | 5.1 | 714 | -3.9% | 1.6%
COC(=O)c1cn(NC(=O)C2CCC(C(C)(C)C)CC2)c(=O)c2ccccc12 (centres undefined) | -2.4% | 24.6% | 9.7% | 6.2% | i | 2.7 | 0.5% | . | . | 1.9% | -2.1%
CS(=O)(=O)C1=NSC2=NC(=O)/C(=C\c3cccn3-c3ccc(Cl)cc3)C(=N)N21 | -2.0% | -1.0% | 14.1% | 24.5% | i | 0.6 | 41.1% | -1.6 | 640 | 12.9% | 18.5µM*
O=C(CCn1c(=S)oc2ccccc21)Nc1cccc(O)c1 | -1.0% | 0.6% | -7.6% | -7.2% | i | 0.9 | -4.1% | -18.0 | 683 | -0.6% | -0.6%
CSCCC(Nc1ccc(S(=O)(=O)N2CCOCC2)cc1[N+](=O)[O-])C(=O)OCC(=O)NCC(C)C (centres undefined) | -1.0% | -15.6% | -1.9% | -3.4% | i | 0.6 | 4.5% | -1.9 | 632 | 0.4% | 1.6%
CC(C)c1ccc(S(=O)(=O)N2CCN(C(=O)C3CCCCC3)CC2)cc1 | . | 1.8% | -2.6% | 11.8% | i | 2.0 | -7.1% | 2.3 | 745 | -8.0% | -1.2%
CCCCN(C(=O)Cc1cccs1)c1nnc(-c2cccnc2)s1 | -3.7% | 2.9% | -4.8% | -6.8% | i | 1.0 | -5.2% | 7.1 | 703 | 1.4% | 2.5%
CN(C)CCNC(=O)c1c(O)c2c([nH]c1=O)CCCC2 | -6.0% | 21.2% | 1.4% | -0.8% | i | 6.3 | -1.5% | 5.8 | 794 | -10.7% | -0.7%
CCC(C)(C)n1nnnc1C(c1cccs1)N1CCN(c2nc3ccccc3s2)CC1 (centres undefined) | -2.3% | -33.0% | 2.1% | -6.1% | i | 1.3 | 3.1% | . | . | 8.2% | 3.2%
COc1cc(C(=O)NCc2ccc(-n3cccc3)cc2)cc(OC)c1OC | -1.8% | 5.5% | -4.5% | -7.9% | i | 0.6 | -2.7% | -20.2 | 695 | 0.2% | -0.9%
CN1CCN(c2nc3c(c(=O)[nH]c(=O)n3C)n2CCOc2ccccc2)CC1 | -4.2% | 13.3% | -7.6% | 7.1% | i | 0.5 | 4.0% | 6.2 | 730 | 0.3% | 1.0%
Cc1cc(C)cc(NC(=O)CSc2nnc(NC(=O)C3CC3)s2)c1 | . | 14.4% | 6.3% | -0.6% | i | 1.1 | -0.4% | -6.1 | 777 | -6.1% | -1.6%
COc1cccc(C2C(C#N)=C(N)Oc3c2oc(CO)cc3=O)c1OC (centres undefined) | -2.9% | -8.6% | -4.1% | -0.9% | i | 1.4 | 5.1% | . | . | -4.2% | 0.6%
CCOC(=O)c1c(/N=C/c2ccc(O)cc2O)sc2c1CCC2 | -22.5% | -4.1% | . | 29.3% | . | . | 4.6% | -8.1 | 676 | 3.0% | 24.0%

Retrieved by structure from above (2):
SMILES | XIAP displacement | HEK293 NOD2/NF-kB | NS5 inhibitors | AID2073 | Myeloid diff 2 | Myeloid diff 2 GFP+ MAC1+ % | Siah-1 displacement | Hep lipid drop | Hep lipid drop cells 6.5 µM | LYP phosphatase | HIV fusion peptide | others
Cc1cc(C)cc(NC(=O)CSc2nnc(NC(=O)C3CC3)s2)c1 | . | 14.4% | 6.3% | -0.6% | i | 1.1 | -0.4% | -6.1 | 777 | -6.1% | -1.6%
COc1cccc(C2C(C#N)=C(N)Oc3c2oc(CO)cc3=O)c1OC (centres undefined) | -2.9% | -8.6% | -4.1% | -0.9% | i | 1.4 | 5.1% | . | . | -4.2% | 0.6%
